LYP phosphatase – inhibitors of LYP phosphatase, biochemical, fluorescence intensity, uHTS (AID 1779); recombinant LYP phosphatase, fluorescence intensity; higher % means a stronger effect; actives 0.054% (n = 290,000); Tyrosine-protein phosphatase non-receptor type 22 (Homo sapiens); inhibition, % at 11.5 µM; hits with a dose series show IC50 in µM;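 note: plate controls were vehicle with enzyme for no effect and no enzyme for full effect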
human PMI inhibitors – human PMI inhibitors, high substrate, primary screen, biochemical, fluorescence intensity, high mannose 6-phosphate (AID 1220). Mannose-6-phosphate isomerase (Homo sapiens). recombinant PMI enzyme, coupled fluorescence intensity; higher % means a stronger effect. one-dose inhibition, % at 20 µM; IC50 in µM for titrated hits. actives 0.66% (n = 190,000)
P. falciparum M17LAP – P. falciparum M17LAP inhibitors, primary screen, biochemical, fluorogenic H-Leu-NHMec substrate, 1536-well (AID 1619) | Leucine aminopeptidase (Plasmodium falciparum (isolate 3D7)) | recombinant M17LAP, H-Leu-NHMec fluorogenic kinetic assay; higher % means a stronger effect | one-dose inhibition, % at 30 µM; IC50 in µM for titrated hits | actives 0.38% (n = 220,000);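 active = compound inhibiting the enzyme by more than half at any dose during confirmatory dose-response retesting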;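 note: plate controls were full reaction with DMSO carrier for no effect and no enzyme background for full effect; strong numbers were not always called active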
AID2073 – inhibitors of Mint1-CaV2.2 protein interaction, biochemical, HTRF (AID 2073); Voltage-dependent N-type calcium channel subunit alpha-1B (Homo sapiens); HTRF protein-protein interaction, Mint1-CaV2.2; higher % means a stronger effect; inhibition, % at 20 µM; hits with a dose series show IC50 in µM; actives 0.19% (n = 290,000); in the data active = inhibition mostly above about 51%, no sharp cut-off; note: some results filed as inactive read as strong as hits
human PMI inhibition – inhibitors of human PMI, primary screen, biochemical, fluorescence intensity, coupled assay (AID 1209) | Mannose-6-phosphate isomerase (Homo sapiens) | purified PMI enzyme, coupled fluorescence intensity; higher % means a stronger effect | inhibition, % at 20 µM; hits with a dose series show IC50 in µM | actives 0.42% (n = 190,000);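 note: plate controls were DMSO vehicle for no effect and wells lacking substrate for full effect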
M1AAP inhibition – P. falciparum M1AAP inhibitors, biochemical, fluorogenic H-Leu-NHMec substrate, 1536-well (AID 1445). recombinant M1AAP, H-Leu-NHMec fluorogenic kinetic assay; higher % means a stronger effect. inhibition, % at 30 µM; hits with a dose series show IC50 in µM. actives 0.42% (n = 220,000);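 active = primary inhibition above the hit cutoff, then over 50% inhibition at one or more dose response concentrations, cut at about 23% in these data, passing the limit was not always enough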;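 note: plate controls were DMSO full reaction for no effect and no enzyme background for full effect; strong numbers were not always called active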
Dynein transport – inhibitors of GR-EGFP nuclear translocation, primary screen, dynein cargo transport inhibitor project, imaging, high-content, 3617.4 mouse cells | test concentration mostly 20 µM; stimulated with dexamethasone, 1 µM; active compounds read low | z-score, hits read low | actives 0.47% (n = 220,000) | AID 1381, 2008;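 active = plate z-score of nuclear minus cytoplasmic receptor signal below a set negative limit, without overly bright fluorescence or cell loss, cut at about -3.5 in these data, passing the limit was not always enough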;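 note: z-score of nuclear minus cytoplasmic ring GR-EGFP intensity difference per well; some compounds called inactive have numbers as strong as hits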
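medium = tetracycline-free induction medium containing charcoal-stripped FBS | probe or stimulus = dexamethasone, 1.0 µM final | timing = 48 h induction, then 1 h compound, then 30 min agonist, 37 °C | detection = automated 10x imaging of fixed Hoechst-stained cells | read-out basis = nuclear versus cytoplasmic GR-EGFP signal, averaged per well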
XIAP displacement – XIAP antagonists, biochemical, IAP family, fluorescence polarization (AID 1018); E3 ubiquitin-protein ligase XIAP (Homo sapiens); XIAP BIR domain, fluorescence polarization peptide displacement; higher % means a stronger effect; displacement, % at 20 µM; hits with a dose series show IC50 in µM; actives 0.007% (n = 200,000); in the data active = displacement above about 50%; note: a part of the inactive calls stands beside numbers as strong as those of hits
SIAH1 antagonists – Siah-1 peptide-binding antagonists, primary screen, biochemical, fluorescence polarization, rhodamine-plectin, uHTS (AID 1817); actives 0.02% (n = 290,000); E3 ubiquitin-protein ligase SIAH1 (Homo sapiens); displacement, % at 20 µM, or IC50 in µM where a hit was titrated; Siah-1 / rhodamine-plectin peptide fluorescence polarization; higher % means a stronger effect;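 active = displacement of at least 50% at 20 µM, with a fluorescence ratio check between 0.3 and a set limit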;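 note: plate controls were Siah plus tracer with DMSO for no effect and tracer alone without Siah for full effect; strong numbers were not always called active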
Dynein transport cytoplasmic EGFP – recorded beside Dynein transport, whose call it bears; z-score; measured here: cytoplasmic GR-EGFP intensity; active compounds read high
Dynein transport nuclear GR-EGFP – recorded beside Dynein transport, whose call it bears; z-score; measured here: nuclear GR-EGFP intensity;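 lower value marks the stronger effect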
Dynein transport cell count – further read-out of Dynein transport, marked with its call; z-score; measured here: cell count per field
Numbers without * were called inactive; x = no result given. Cut-off read from the data, not from the text of the source, unless noted: active = inhibition above about 50%; inactive = the rest.

SMILES	LYP phosphatase	human PMI inhibitors	P. falciparum M17LAP	AID2073	human PMI inhibition	M1AAP inhibition	Dynein transport	Dynein transport cytoplasmic EGFP	Dynein transport nuclear GR-EGFP	Dynein transport cell count	XIAP displacement	SIAH1 antagonists
CCOC(=O)c1cccc(NC(=O)Nc2cc(OC)ccc2OC)c1	-3%	0%	-8%	2%	3%	0%	3.4	0.24	3.4	-3.7	-3.6%	0%
COc1ccccc1N1CCN(C(=O)COc2cc(C)ccc2C)CC1	-6%	12%	0%	-2%	11%	9%	-0.27	-0.078	0.05	1.3	-5.7%	-2%
Cc1ccc(-c2nc3ccccc3[nH]2)cc1NC(=O)c1ccco1	-2%	11%	0%	-3%	16%	4%	-1	-0.094	-0.2	-0.3	-1.9%	-3%
O=S(=O)(c1ccc(Cl)cc1)N1CCN(Cc2ccc(O)c3ncccc23)CC1	6%	45%	9%	-2%	27%	-17%	-0.015	-0.19	-0.4	-0.094	-0.4%	-12%
Cc1nc2n(n1)C(O)c1cc([N+](=O)[O-])ccc1S2 (stereo unspecified)	-4%	7%	7%	-11%	1%	-4%	-0.16	-0.087	0.039	-0.28	-4.8%	0%
COc1ccc(N=Cc2c(O)n(-c3cccc(C)n3)c(=O)c3ccccc23)c(OC)c1	2%	x	-5%	33%	x	1%	4.1	8.8	3.9	-0.98	x	9%
COc1ccccc1NC(=O)Cn1ncc2c1-c1ccccc1OC2	2%	20%	9%	-1%	15%	4%	-0.04	-0.19	-0.0033	-0.021	-0.8%	0%
COc1ccc2c(c1)CC/C2=N\NC(=O)c1ccccc1	-1%	-9%	26%	2%	-12%	5%	-0.67	-0.23	0.32	-0.0054	-0.5%	-1%
Cc1c(C)c(C)c(C(=O)C2CCN(c3ccc([N+](=O)[O-])cn3)CC2)c(C)c1C	-8%	x	-2%	-8%	x	2%	0.35	-0.23	0.18	0.47	x	-7%
CCOC(=O)CN1C=C(c2ccc3ccccc3n2)C(C[N+](=O)[O-])c2ccccc21 (stereo unspecified)	-1%	4%	1%	34%	11%	4%	1.4	0.0012	0.66	-0.25	-3.0%	-1%
COc1cccc(-c2nnc3sc(-c4ccccn4)nn23)c1	0%	-2%	-5%	1%	-3%	3%	0.056	-0.2	0.2	0.22	-1.7%	3%
COc1cc(-c2cc(N)n(S(=O)(=O)c3ccc(F)cc3)n2)cc(OC)c1OC	-11%	-2%	12%	3%	-3%	4%	2.4	-0.062	2	-1.4	-3.4%	1%
CCCCn1c(NCCO)nc2ccccc21	-7%	-10%	0%	3%	-11%	5%	-1.3	-0.31	-0.72	0.77	-4.7%	9%
Cn1c(SCCCC(=O)c2ccccc2)nnc1-c1ccncc1	-6%	-8%	-1%	4%	-12%	-6%	0.09	-0.32	0.53	-0.45	-0.9%	0%
NC(=O)CC(NC(=O)Cc1ccc(Cl)cc1)c1ccc(NC2CCCC2)c([N+](=O)[O-])c1 (stereo unspecified)	-2%	x	3%	6%	x	6%	-0.33	-0.44	-0.17	0.14	x	15%
CCN1CCN(C(=O)CCCCCn2c(=O)[nH]c3cc(C(=O)OC)ccc3c2=O)CC1	-1%	2%	-4%	8%	1%	6%	3.5	-0.062	1.9	-2	-5.0%	1%
CN(Cc1cnn(C)c1)C(=O)C1CCCCC1C(=O)O (stereo unspecified)	-7%	8%	13%	5%	3%	-1%	-0.58	-0.067	-0.006	0.77	4.9%	0%
COC(=O)CCC(NC(=O)c1cc(C)oc1C)C(=O)OC (stereo unspecified)	-7%	-28%	10%	22%	-28%	0%	-0.34	-0.26	-0.36	1	-3.4%	8%
Cc1c(NC(=O)Nc2cccc(Cl)c2)c(=O)n(-c2ccccc2)n1C	-4%	-1%	9%	-3%	-4%	5%	-0.2	-0.22	0.12	0.86	-0.1%	4%
C/C(N)=C(/C#N)C(=O)COC(=O)c1cccc(C)c1O	-7%	x	-6%	49%	x	-1%	-0.55	0.28	-0.15	0.24	x	-2%
COc1ccc(CC(=O)N(CC2CCCO2)c2nc3ccccc3s2)cc1 (stereo unspecified)	7%	16%	0%	7%	20%	0%	0.65	-0.25	0.23	-0.18	-1.6%	1%
CCN(CC)S(=O)(=O)c1ccc(/C=C/C(=O)OCC(=O)Nc2cccc3ccccc23)cc1	-1%	2%	-15%	21%	8%	-3%	-0.23	-0.21	-0.12	0.0077	-8.3%	13%
CCCCCCNC(=O)CSc1nccn1Cc1ccccc1	-5%	7%	1%	-5%	9%	-2%	-0.55	-0.22	-0.098	0.32	-2.9%	1%
Brc1ccccc1-c1nnc(CSc2nnnn2-c2ccccc2)o1	0%	1%	3%	-3%	10%	-2%	0.036	-0.43	-0.13	0.22	-12%	-3%
CCOC(=O)N1CCC(NC(=O)c2cc(C(=O)Nc3cccc(OC)c3)ccc2CO)CC1	-10%	-3%	-6%	1%	3%	2%	-0.4	-0.18	0.04	0.28	-2.6%	4%

The closing 2 compounds of the part before are carried over, then new ones follow.
SMILES	LYP phosphatase	human PMI inhibitors	P. falciparum M17LAP	AID2073	human PMI inhibition	M1AAP inhibition	Dynein transport	Dynein transport cytoplasmic EGFP	Dynein transport nuclear GR-EGFP	Dynein transport cell count	XIAP displacement	SIAH1 antagonists
Brc1ccccc1-c1nnc(CSc2nnnn2-c2ccccc2)o1	0%	1%	3%	-3%	10%	-2%	0.036	-0.43	-0.13	0.22	-12%	-3%
CCOC(=O)N1CCC(NC(=O)c2cc(C(=O)Nc3cccc(OC)c3)ccc2CO)CC1	-10%	-3%	-6%	1%	3%	2%	-0.4	-0.18	0.04	0.28	-2.6%	4%
Cc1ccc(NC(=O)CCNS(=O)(=O)c2ccc3c(c2)oc(=O)n3C)cc1	-2%	-4%	2%	-4%	2%	8%	-0.33	-0.22	-0.048	0.8	0.2%	-3%
O=C(CSc1nc2cc(Cl)ccc2s1)c1cc2ccccc2o1	-2%	-29%	39%	-8%	-20%	2%	-0.37	0.41	0.28	0.46	-15%	-4%
Cc1cc(C)nc(NC(=O)CSc2nn(C)c(=S)s2)n1	-1%	-11%	-13%	-13%	-4%	3%	-1.4	-0.33	-0.59	0.71	-3.1%	0%
COC(=O)c1ccccc1NC(=O)COc1ccc(S(=O)(=O)NC(C)C)cc1	-1%	16%	3%	1%	18%	5%	-0.74	-0.36	0.0044	0.9	-0.4%	-4%
CN(Cc1ccccc1NS(=O)(=O)c1ccc2ccccc2c1)C1CCCCC1	-2%	-5%	8%	-3%	-10%	-3%	-0.15	-0.21	-0.45	0.57	2.5%	6%
CC(C)CCn1c(=O)c2ccccc2n2c(CN3CCOCC3)nnc12	-4%	0%	7%	18%	2%	4%	-0.18	-0.24	-0.044	0.99	-15%	6%
CC(=O)c1ccc([C@@H]2C[C@]34CN(Cc5cccc(C(F)(F)F)c5)S(=O)(=O)[C@H]3C[C@H]2O4)cc1	2%	x	2%	-4%	x	4%	0.42	-0.79	0.14	-0.0076	x	4%
COc1ccccc1CNS(=O)(=O)c1c(C)[nH]c(=O)[nH]c1=O	-10%	-5%	29%	-6%	-4%	-2%	-0.44	-0.12	-0.19	0.067	-4.0%	2%
O=C(CN1CCN(c2ccccc2O)CC1)Nc1ccc([N+](=O)[O-])cc1Br	4%	19%	-4%	42%	5%	-2%	1.8	-0.15	0.75	-0.81	-9.0%	3%
O=C(c1nc2ncccn2n1)N1CCc2ccccc2C1	-8%	2%	-2%	14%	1%	-2%	-0.076	-0.25	0.3	-0.36	-7.8%	5%
Cc1nnc(SCC(=O)Nc2ccccc2)n(N)c1=O	0%	14%	-5%	-7%	7%	3%	-0.43	-0.2	-0.17	-0.036	-8.1%	0%
CCOc1ccc(C(=O)N(CN2CCCC2=O)c2cccc(Cl)c2)cc1	0%	-5%	-1%	7%	-1%	5%	0.2	-0.041	0.049	-0.7	-0.9%	6%
CCCN(CCC)C(=O)CCS(=O)(=O)c1cccc2nsnc12	-9%	0%	3%	-6%	12%	1%	0.53	-0.19	0.55	0.78	-3.3%	0%
CCC1CCCCN1C(=O)COc1cc(=O)n(C)c2ccccc12 (stereo unspecified)	-9%	-1%	31%	-2%	0%	2%	0.81	-0.15	0.6	-0.47	-1.5%	4%
Cc1cccc(CCNC(=O)C2CCC(=O)N2Cc2ccc(F)cc2)c1 (stereo unspecified)	-8%	7%	5%	-12%	7%	-1%	1.3	-0.13	0.57	-0.099	-5.7%	0%
COc1cccc(CNC(=O)CSc2ccc(-c3ccccn3)nn2)c1	-9%	-8%	12%	6%	-12%	4%	-0.35	-0.22	-0.25	0.5	-2.4%	15%
COC(=O)c1cc(OC)c(OC)cc1NC(=S)N1CCCCC1	-10%	2%	10%	-11%	11%	3%	1.5	-0.23	-0.42	-0.59	-2.9%	3%
Cc1ccccc1Cn1c(O)c(N=NC(=S)Nc2ccccc2F)c2ccccc21	3%	-4%	-3%	15%	8%	17%	-0.8	0.24	0.029	0.23	-7.5%	-9%
Cc1cc(NC(=O)COC(=O)CCCOc2ccc(Cl)cc2C)no1	1%	4%	0%	-10%	-1%	-16%	0.68	-0.25	0.7	-1.1	0.6%	-5%
O=C(O)c1ccc(CSCc2ccccc2F)o1	3%	16%	-7%	3%	13%	5%	-0.098	-0.24	0.59	-0.33	-1.2%	6%
COc1ccc(CN2CCN(CC(O)Cn3c4ccccc4c4ccccc43)CC2)cc1 (stereo unspecified)	-3%	13%	-29%	-6%	14%	5%	-1.1	-0.15	-0.11	1.6	-2.3%	-8%
Cc1cc(NC(=O)CSc2ccc3nnc(-c4ccccc4)n3n2)no1	-4%	12%	-18%	17%	11%	2%	2.7	-0.037	2.1	-2.1	-0.2%	2%
CCCCNC(=S)N(C)/N=C/c1ccc(OCc2ccc(C(=O)OC)cc2)c(OC)c1	1%	8%	-8%	3%	14%	1%	-0.32	-0.25	-0.039	0.78	-4.1%	7%
CC(C)Oc1ccccc1OCCN(C)C	-12%	-37%	-10%	-4%	-27%	-1%	1.4	-0.26	0.79	-0.75	-7.6%	6%
O=C(Nc1ccc([N+](=O)[O-])cc1)c1cc(-c2ccccn2)nc2c(Cl)cccc12	-8%	5%	-6%	16%	-1%	-1%	-0.49	-0.26	-0.73	0.95	-3.9%	-1%

Rows were taken by chance; 2.1% or so of the library scored in one or more.
